Bioassay records from PubChem.
Jurkat NFkB inh: inhibitors of the PMA/ionomycin-induced NF-kB reporter in Jurkat cells | PMA/ionomycin-induced NF-kB luciferase reporter, luminescence | inhibition, % at 4 µM | 330,000 tested, 0.53% active | AID 435003; in the data active = inhibition above about 50%
tim23-1 inh: tim23-1 yeast growth inhibition. 330,000 tested, 1.3% active. inhibition, % at 20 µM. AID 463212. S. cerevisiae tim23-1 growth, BacTiter-Glo luminescence, 24 h;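 active = growth inhibition of the mutant yeast at or above 50%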;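 also: temperature-sensitive mutant grown at 25 °C; plate controls were DMSO-treated mutant yeast for no effect and medium wells lacking yeast for full effect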
UPR CHOP act: apoptotic UPR (CHOP) activation; CHO-CHOP luciferase reporter, luminescence; percent of tunicamycin response over DMSO baseline; activation, % at 10 µM; 330,000 tested, 0.34% active;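 active = at 10 µM dose, activation of 40% or more, normalized to positive control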;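 also: 100% = tunicamycin at 10 µg/mL and 0% = DMSO alone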
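System: CHO-CHOP luciferase reporter cell line | Buffer or medium: F12 medium containing 10% fetal bovine serum | Doses: One dose, 10 µM in 0.5% DMSO | Times: 6 h compound exposure at 37 °C after overnight seeding | Signal: Luciferase luminescence | Read-out: % activation vs tunicamycin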
697 NFkB inh: inhibitors of the PMA/ionomycin-induced NF-kB reporter in 697 B cells. 697 B-cell NF-kB luciferase reporter, 16 h. inhibition, % at 4 µM. 330,000 tested, 0.33% active; in the data active = inhibition above about 35%
tim10-1 inh: growth inhibitors of tim10-1 mutant yeast; inhibition, % at 20 µM; 330,000 tested, 2.2% active; S. cerevisiae tim10-1 ts strain growth, BacTiter-Glo, 24 h;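 active = inhibition of at least 40%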;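 also: mutant grown at 25 °C; 0% = DMSO wells with yeast and 100% = wells holding no yeast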
TIM10 inh: inhibits growth of TIM10 yeast strain. S. cerevisiae TIM10 strain growth, BacTiter-Glo luminescence, 24 h. inhibition, % at 10 µM. AID 463195. 330,000 tested, 1.4% active;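 active = inhibition of 40% or more at the single tested concentration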;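 also: wild-type TIM10 isogenic control strain grown at permissive 25 °C; 0% = DMSO yeast wells and 100% = minimal medium wells without yeast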
Mdm2-MdmX inh: disrupts the human Mdm2-MdmX interaction; 330,000 tested, 3% active; inhibition, % at 8 µM; SaOS-2 split-luciferase Mdm2/MdmX complementation, luminescence;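 active = inhibition of at least 50% at 8 µM in the primary screen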
Target sequence (O15151 whole entry, looked up): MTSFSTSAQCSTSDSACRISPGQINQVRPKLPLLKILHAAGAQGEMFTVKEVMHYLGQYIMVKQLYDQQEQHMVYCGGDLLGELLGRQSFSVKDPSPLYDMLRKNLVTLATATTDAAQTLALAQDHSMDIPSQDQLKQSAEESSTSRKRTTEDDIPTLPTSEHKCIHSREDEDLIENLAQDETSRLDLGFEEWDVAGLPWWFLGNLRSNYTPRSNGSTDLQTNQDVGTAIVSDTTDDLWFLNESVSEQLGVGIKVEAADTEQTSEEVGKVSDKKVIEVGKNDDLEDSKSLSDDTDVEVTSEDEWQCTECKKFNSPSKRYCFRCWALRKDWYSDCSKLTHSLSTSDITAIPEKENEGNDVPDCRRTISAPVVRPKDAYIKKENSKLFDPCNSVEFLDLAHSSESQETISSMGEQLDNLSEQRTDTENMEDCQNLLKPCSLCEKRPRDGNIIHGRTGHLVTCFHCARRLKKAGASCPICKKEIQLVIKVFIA
Target sequence (Q00987 whole entry, looked up): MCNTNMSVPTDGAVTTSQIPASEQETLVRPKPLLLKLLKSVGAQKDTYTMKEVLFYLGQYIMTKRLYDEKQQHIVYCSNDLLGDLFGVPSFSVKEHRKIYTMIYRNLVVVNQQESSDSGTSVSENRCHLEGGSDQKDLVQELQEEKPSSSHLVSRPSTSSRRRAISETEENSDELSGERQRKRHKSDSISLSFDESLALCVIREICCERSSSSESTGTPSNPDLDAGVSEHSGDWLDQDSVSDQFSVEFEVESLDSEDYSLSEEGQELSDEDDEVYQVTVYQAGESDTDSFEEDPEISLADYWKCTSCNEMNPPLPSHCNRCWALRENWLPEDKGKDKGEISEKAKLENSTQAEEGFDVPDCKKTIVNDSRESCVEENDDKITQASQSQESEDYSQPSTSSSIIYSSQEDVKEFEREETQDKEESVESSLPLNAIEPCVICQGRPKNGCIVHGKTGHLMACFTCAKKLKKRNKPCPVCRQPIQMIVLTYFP
UPR XBP1 act: activators of adaptive arm of unfolded protein response (XBP1) | CHO-XBP1 luciferase reporter, IRE1-XBP1 UPR activation, luminescence; percent of tunicamycin response, DMSO as zero | activation, % at 20 µM | 330,000 tested, 0.33% active | AID 463104;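 active = versus positive control, 20 µM dose yields 30% or more activation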;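 also: 100% = tunicamycin at 10 µg/mL and 0% = DMSO only wells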
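Material: CHO-XBP1 cells stably carrying IRE1-XBP1-driven luciferase reporter / Amount: 1000 cells per well / Compound: 20 µM, 1% DMSO / Times: 6 h treatment, 37 °C / Detection: luciferase luminescence / Measure: % activation of reporter signal versus tunicamycin and DMSO controls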
Active calls of the source: *.

SMILES	Jurkat NFkB inh	tim23-1 inh	UPR CHOP act	697 NFkB inh	tim10-1 inh	TIM10 inh	Mdm2-MdmX inh	UPR XBP1 act
CCOc1ccc(S(=O)(=O)NCC(=O)NC2CCCCC2)cc1	-20	-9	-1.4	-8	-4	3	14	-2
COc1ccc(NC(=O)Nc2ccccc2C)c(OC)c1	10	8	0.6	29	-10	-3	8	-2
Cc1ccc2nc(SC(C)C(=O)N3CCCCC3)[nH]c2c1 (centres undefined)	1	-1	0.1	-7	16	8	-16	0
CCCn1c(N2CCN(CC(=O)c3c(C)n(C)c4ccc(OC)cc34)CC2)nc2c1c(=O)[nH]c(=O)n2C	5	10	3.1	15	10	-7	55*	6
COc1ccc(NC(=O)CN2CCN(c3nc(-c4ccc(F)cc4)cs3)CC2)c(OC)c1	-5	22	-1.4	-3	28	18	21	0
CCOC(=O)c1sc(NC(=O)CNC(=O)Cn2cnc3sc(C)c(C)c3c2=O)nc1C	-1	-6	-3.7	23	-9	-5	23	-2
FC(F)(F)c1cnc(N/N=C/c2ccncc2)c(Cl)c1	-13	14	0.0	17	-8	-15	2	0
CCOC(=O)C1CN(S(=O)(=O)c2ccc(OC)cc2)c2ccccc2O1 (centres undefined)	5	11	-1.4	-9	6	-16	-11	4
CCOc1ccc(NC(=O)CCC(=O)NNC(=O)NC2CCCCC2)cc1	11	6	0.6	6	8	-3	4	-7
COC(=O)c1ccccc1NC(=O)Nc1cccc(C)n1	-1	10	-0.4	3	1	-1	-27	-2

Compound profiles, from the list above.
`COc1ccc(NC(=O)Nc2ccccc2C)c(OC)c1` is entered as Jurkat NFkB inh = 10; tim23-1 inh = 8; UPR CHOP act = 0.6; 697 NFkB inh = 29; tim10-1 inh = -10; TIM10 inh = -3; Mdm2-MdmX inh = 8; UPR XBP1 act = -2
`CCCn1c(N2CCN(CC(=O)c3c(C)n(C)c4ccc(OC)cc34)CC2)nc2c1c(=O)[nH]c(=O)n2C` is entered as Jurkat NFkB inh = 5; tim23-1 inh = 10; UPR CHOP act = 3.1; 697 NFkB inh = 15; tim10-1 inh = 10; TIM10 inh = -7; Mdm2-MdmX inh = 55*; UPR XBP1 act = 6

Next records:
SMILES	Jurkat NFkB inh	tim23-1 inh	UPR CHOP act	697 NFkB inh	tim10-1 inh	TIM10 inh	Mdm2-MdmX inh	UPR XBP1 act
CC(Oc1ccc2c(-c3ccccc3)cc(=O)oc2c1)C(=O)NCCN1CCOCC1 (centres undefined)	8	-1	-1.1	-12	-7	3	26	-6
O=c1[nH]c(CCl)nc2cc(-c3ccc(F)cc3)sc12	-121	59*	23	-127	21	36	94*	-4
O=C(NCCN1CCOCC1)c1cccc(S(=O)(=O)NCc2ccccc2)c1	10	-9	-0.7	8	-5	-12	3	1
CCOc1cc(CNc2ccc3c(c2)OCCO3)cc(Br)c1OCC	42	13	-3.2	-47	6	5	73*	-3
Cc1ccc2ccc3ccc(C)nc3c2n1	-1	-23	33	-3	-10	-13	30	-8
Cc1ccc(C(C)C)c(OC/C(O)=C(\C#N)c2nc3ccccc3[nH]2)c1	7	-17	0.4	-10	2	-1	59*	-2
COc1ccc(N2CC(C)(C)C2=O)cc1	-1	5	-0.5	-1	-19	-26	4	0
NCCCC[C@@H](C(=O)NCCCCCCCCCCC(=O)N1CCNCC1)n1cc(CCO)nn1	-8	-5	-0.5	6	-23	-2	-28	-1
Cc1ccc(S(=O)(=O)Nc2cccc(S(=O)(=O)Nc3ccccc3C(=O)O)c2)c(C)c1	-9	8	-0.2	-3	3	6	18	-1
CC(=O)c1ccc(NC(=O)CN2CCN(S(=O)(=O)c3ccc4ccccc4c3)CC2)cc1	-3	39	-2.0	1	21	28	4	-2

An excerpt from above in order of their number in 697 NFkB inh, high to low:
| molecule | 697 NFkB inh |
| --- | --- |
| NCCCC[C@@H](C(=O)NCCCCCCCCCCC(=O)N1CCNCC1)n1cc(CCO)nn1 | 6 |
| CC(Oc1ccc2c(-c3ccccc3)cc(=O)oc2c1)C(=O)NCCN1CCOCC1 (centres undefined) | -12 |
| CCOc1cc(CNc2ccc3c(c2)OCCO3)cc(Br)c1OCC | -47 |

Further entries:
SMILES	Jurkat NFkB inh	tim23-1 inh	UPR CHOP act	697 NFkB inh	tim10-1 inh	TIM10 inh	Mdm2-MdmX inh	UPR XBP1 act
Nc1nnc(SCC(=O)Nc2cccc(S(=O)(=O)N3CCCCC3)c2)s1	1	-6	-1.9	-11	4	-3	10	-1
Cc1onc(-c2ccccc2)c1C(=O)Nc1nnc(CC(C)(C)C)s1	0	12	-0.1	-7	24	-2	12	-3
COCCN(C(=O)COC(=O)c1cc(C)n(-c2ccccc2)c1C)c1c(N)n(Cc2ccccc2)c(=O)[nH]c1=O	-2	17	3.0	8	22	4	22	-2
COc1ccc2c(c1)CCc1c(C(=O)N3CCc4ccccc4C3)noc1-2	-8	19	0.7	14	32	21	-6	1
COc1ccccc1/C=C\C=N\n1c(C2CCCCC2)n[nH]c1=S	-12	15	-0.4	3	32	7	12	2
CCCOc1cccc(C2C(C(=O)c3cccs3)=C(O)C(=O)N2Cc2cccnc2)c1 (centres undefined)	8	5	0.5	13	-2	-5	3	-1
CC(C)c1nc(SCC(=O)NCC2CCCO2)c2c(=O)n(C)c(=O)n(C)c2n1 (centres undefined)	11	7	2.9	3	5	-10	21	-3
Cc1cc(Cl)ccc1OC(C)C(=O)Nc1ccc(S(=O)(=O)Nc2cnc3ccccc3n2)cc1 (centres undefined)	5	0	-1.7	-19	33	10	1	-5
CN(C)CC/C=C1/c2ccccc2Sc2c(O)cc(Cl)cc21	7	12	-1.9	8	38	18	43	-2
Cc1cccc(C)c1OCC(=O)N/N=C/c1cccn1C	1	10	-0.9	15	26	12	14	-1
CN(C)S(=O)(=O)n1cnc2ccccc21	7	3	0.9	-13	7	-1	35	0
Cc1cc(-c2nnc(SCCC(=O)Nc3ccccc3)o2)no1	12	10	-3.6	23	9	5	23	-9
NC(=O)CC(NC(=O)c1ccccc1)c1ccc(NCC2CC2)c([N+](=O)[O-])c1 (centres undefined)	20	7	-2.2	-9	-16	-3	5	-3
Cc1cccc(C)c1NC(=O)CSc1nnc(-c2ccco2)c(-c2ccco2)n1	-12	29	0.4	-7	36	35	-12	0
O=C(Nc1ccc2c(c1)OCCO2)c1ccc(Cl)c(S(=O)(=O)N2CCOCC2)c1	-8	20	1.5	-15	32	27	-3	0
CCSC1=NCCN1S(=O)(=O)c1ccc(Cl)cc1	-21	19	0.6	-32	16	23	-19	2
Cc1cc(Br)c(S(=O)(=O)NCc2ccncc2)cc1C	49	12	2.1	-19	17	8	33	-3
COC(CNC(=O)CN1CCN(Cc2ccc(F)cc2Cl)C1=O)OC	-13	-3	0.0	12	-4	7	-4	-3
O=C(N/N=C/c1ccc(OC(=O)c2cccc(F)c2)cc1)c1cccnc1	-6	-1	1.7	19	-5	5	27	15
CC1CCN(S(=O)(=O)c2ccc(S(=O)(=O)N3CCC4(CC3)OCCO4)cc2)CC1	3	4	-0.1	16	14	9	-1	-2
COC(=O)c1ccc2c(=O)n(Cc3ccc(C(=O)NC4CCCC4)cc3)c(=S)[nH]c2c1	4	-15	3.5	-18	2	-16	34	12
C#CCOCCOCCOCCNc1nc(N2CCN(C(=O)CCCCCCCCCCNC(=O)[C@H](CCCCN)n3cc(C[C@@H](C)CC)nn3)CC2)nc(N2CCN(C(=O)CCCCCCCCCCNC(=O)[C@H](CCCN=C(N)N)n3cc(C[C@@H](C)CC)nn3)CC2)n1	-12	47	12	-48	29	-6	36	31*
COc1cccc(-c2sc3ccc(OC)cc3c2-c2ccc(O)cc2)c1	1	36	2.5	-1	4	22	15	-2
CCc1nc(NCCC(C)C)c(C#N)c2c1CCCC2	-4	0	-0.1	-11	7	-3	-20	2
Cc1ccc(NC(=O)c2cc3ccccc3oc2=N)cc1	-103	9	-4.1	-198	4	14	49	-7
Cc1cc(C(F)(F)F)nc(SCC(=O)Nc2c(C)n(C)n(-c3ccccc3)c2=O)n1	-3	15	0.4	-6	2	1	26	-1
O=S(=O)(c1cccc(C(F)(F)F)c1)N1CCC(O)(c2cccnc2)CC1	-1	4	8.3	16	18	-5	8	0
CCOC(=O)C1(Cc2ccc(OC)cc2)CCN(C(=O)Cc2cccnc2)CC1	5	9	0.3	-26	10	10	9	0
CCOC(=O)CC(=O)CSc1nc(-c2ccccc2)cc(-c2ccc(Cl)cc2)c1C#N	-2	-16	7.4	1	20	7	17	10
COc1cccc(OCCCCSc2ncccn2)c1	-29	-1	-2.2	-13	1	3	-2	7
Cc1nc(NC(=O)CCN2C(=O)C3CC=CCC3C2=O)sc1C (centres undefined)	-2	-5	1.2	18	-13	0	5	-2
COCCN(CC(=O)Nc1cccc(C)c1C)C(=O)Cc1ccsc1	12	0	-0.2	11	-2	-2	-20	0
O=C1NCCNC1(c1c[nH]c2ccccc12)C(F)(F)F (centres undefined)	3	9	-1.0	-3	15	1	-12	-3
S=c1nc(-c2cccc(Br)c2)[nH][nH]1	5	7	0.7	1	23	4	-6	-1
O=C(NCC(c1ccc(F)cc1)N1CCOCC1)c1cccnc1Sc1ccccc1 (centres undefined)	22	2	-0.1	21	-14	-6	19	-3
COc1cc(C(=O)Nc2c(C(=O)N3CCOCC3)oc3ccccc23)cc(OC)c1OC	0	-5	0.1	-6	27	10	6	-2
Cc1snc(SCc2ccc(F)cc2)c1C#N	-6	9	0.2	-14	1	-21	-13	0
COc1cc2sc3cc(NCCCN4CCOCC4)ccc3c(=O)c2cc1OC	-72	12	1.7	-14	-10	19	-26	13
CCc1cccc(NC(=O)CCCn2nc(C)c3c(C)n(-c4ccccc4)nc3c2=O)c1	18	19	2.4	8	26	13	19	0
CCN(CC(=O)NC1CC1)S(=O)(=O)c1ccc(OC)cc1	20	-1	0.3	13	-6	-1	-5	-2
O=C(COC(=O)CNC(=O)C1CCCCC1)Nc1ccc2ccccc2c1	0	14	1.1	15	26	23	18	1
C#CCOCCOCCOCCNc1nc(N2CCN(C(=O)[C@H](Cc3ccc(O)cc3)n3cc([C@@H](N)CC(C)C)nn3)CC2)nc(N2CCN(C(=O)[C@H](Cc3cc4ccccc4[nH]3)n3cc([C@@H](N)CC(C)C)nn3)CC2)n1	-6	-2	1.4	-3	8	-5	1	1
O=c1[nH]c2ccc(S(=O)(=O)N3CCCC3)cc2[nH]1	11	-1	1.7	18	-24	3	-4	3
Fc1ccc(CSc2nnc(CN3CCOCC3)n2-c2ccccc2)c(Cl)c1	-11	15	-2.5	-2	29	12	12	-3
Nc1ccc(CCc2ccc(N)cc2)cc1	-13	-13	1.5	-9	-3	-19	3	-3
Cc1cc(C)n(-c2ccc3nncn3n2)n1	-3	10	-0.9	0	18	0	-4	-2
O=C(COC(=O)Cn1cnc2ccccc21)Nc1ccc2c(c1)C(=O)c1ccccc1C2=O	-51	-26	2.8	-16	23	-4	-38	2
CCOC(=O)C1=C(C)N(CCCC(=O)O)C(=O)NC1c1ccccc1OS(=O)(=O)c1ccc([N+](=O)[O-])cc1 (centres undefined)	5	-2	-1.2	16	-12	5	19	1
CC(C)N(C(=O)COC(=O)c1ccc(Cl)s1)c1ccccc1	-10	5	-0.3	9	0	0	-2	0
O=C(NCc1ccco1)C1CC2CCC1C2 (centres undefined)	0	5	0.5	12	-17	3	0	0

Continued.
SMILES	Jurkat NFkB inh	tim23-1 inh	UPR CHOP act	697 NFkB inh	tim10-1 inh	TIM10 inh	Mdm2-MdmX inh	UPR XBP1 act
COc1ccccc1N1CCN(C(=O)c2cc(C3CC3)on2)CC1	2	6	0.8	-4	7	-12	5	-1
O=C(CN1C(=O)C2C3C=CC(C3)C2C1=O)Nc1cccc(S(=O)(=O)N2CCCC2)c1 (centres undefined)	-11	8	-2.1	5	5	-4	16	-5
O=C(CNS(=O)(=O)c1ccc(F)cc1)N1CCN(c2ccccc2)CC1	-7	15	2.5	4	-2	3	-24	-3
Cc1occc1C(=O)N1CCN(C(c2ccccc2)c2ccccc2)CC1	-4	27	-2.9	-7	21	11	22	-2
